aSyn yeast rescue – rescues yeast growth from alpha-synuclein toxicity | 0.02% of 94,000 active | AID 1347070 | S. cerevisiae alpha-synuclein toxicity rescue, BacTiter-Glo growth, 24 h | Potency, µM (doses to about 46.1 µM), for the others: top-dose growth rescue (activation), most hits filed as activators; active = well fitted activation curve with a large enough effect; inconclusive = small, poorly fitted or top-dose-only effect; also: 0% is about no effect
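Growth restoration measured by BacTiter-Glo luminescence after 24 hr at 30 deg C; alpha-synuclein yeast, raffinose-pregrown to mid-log, were added at OD600=0.02 in galactose medium onto pinned compounds.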
* = called active by the depositor; ? = inconclusive; [ ] = another dose, or the depositor's remark. Potency is read from the fitted curve at half-maximal effect. These rows are one share of the data; rates above refer to the full screens.

SMILES	aSyn yeast rescue
O=C(O)c1cccc2c1C(=O)N(CC1CCCO1)C2 (stereo unspecified)	5%
CC(=O)NC(CC(=O)NCCOc1ccccc1F)c1ccccc1 (stereo unspecified)	-1%
CCOc1ccc(C2c3c(-c4ccccc4O)n[nH]c3C(=O)N2Cc2ccncc2)cc1 (stereo unspecified)	3%
CC(=O)c1c(C)oc2c1cc(NS(=O)(=O)c1c(C)cc(C)cc1C)c1ccccc12	-1%
CCC(CC)c1nnc(NC(=O)C2CC(=O)N(CCc3ccc(F)cc3)C2)s1 (stereo unspecified)	6%
CCCN(CCC)CCCNC(=O)C1CCCN(Cc2nc(-c3ccc(Cl)cc3)oc2C)C1 (stereo unspecified)	-2%
O=C(Nc1ccc(Nc2ccncc2)cc1)c1ccc([N+](=O)[O-])cc1	2%
Cc1cccc(-n2c(=O)c3c(c4cc(C)ccc4n3C)n(CC(=O)NCC3CCCO3)c2=O)c1 (stereo unspecified)	-2%
Cn1c(=O)[nH]c(=O)c2c1nc(N1CCCCC1)n2CCSc1ncccn1	-4%
COc1cc2c(cc1OC)C(C)N(S(=O)(=O)c1cn(C)c(C)n1)CC2 (stereo unspecified)	-1%
Cc1cccc(CNC(=O)c2ccc(NC(=O)N3CCSc4ccccc43)cc2)c1	4%
COc1cc(NC(=O)CCc2nc(-c3cccs3)no2)cc(OC)c1OC	0%
O=C(CN1C(=O)COc2ccc(S(=O)(=O)N3CCCCCC3)cc21)N1CCN(c2ccccc2F)CC1	5%
COc1ccccc1CNC(=O)C(C)n1ccc2cc(S(=O)(=O)N3CCCC3)ccc21 (stereo unspecified)	3%
O=C(c1cccc([N+](=O)[O-])c1)c1ccc2[nH]c(=O)[nH]c2c1	0%
Cc1ccc(C)c(N2CCN(S(=O)(=O)c3cc(-c4cc(C)no4)ccc3C)CC2)c1	5%
CC1CC1C(=O)Nc1nc2ccc(S(C)(=O)=O)cc2s1 (stereo unspecified)	4%
O=[N+]([O-])c1ccc2[nH]c(O)c(N=NC3CCS(=O)(=O)C3)c2c1 (stereo unspecified)	9%
COc1ccccc1NC(=O)c1sc2cccc(Cl)c2c1Cl	-1%
O=C(C1CCN(C2CCN(Cc3ccc4c(c3)CCO4)CC2)CC1)N1CCCC1	?
O=C(O)C1CCN(C(=O)CSc2nc3ccccc3c(=O)n2Cc2ccccc2)CC1	10%
CC(=O)c1ccc(OCC(=O)Nc2nnc(C3CC3)s2)cc1	2%
COc1ccccc1OCc1nc(C#N)c(NCc2ccc(C)cc2)o1	3%
COc1ccc2c([N+](=O)[O-])c(N3CCOCC3)[nH]c2c1	-2%
COc1ccc(NC(=O)c2ccc(-n3cccn3)c([N+](=O)[O-])c2)cc1	-2%

(continued)
SMILES	aSyn yeast rescue
CC(=O)NCCCc1nc2ccccc2n1Cc1ccccc1F	-11%
CCOC(=O)c1c(NC(=O)COC(=O)c2ccccn2)sc(C(=O)N(C)C)c1C	-8%
CCCC12CN3CC(C)(CN(C1)C3c1ccc(OCc3ccccc3)cc1)C2=O (stereo unspecified)	-3%
COc1ccc(CNC(=O)c2ccc(-c3nc(CS(=O)c4ccc(C)cc4)c(C)o3)cc2)cc1 (stereo unspecified)	-7%
CC[C@H](C)[C@H](NC(N)=O)C(=O)NCCc1ccc(Cl)cc1Cl	2%
COCC(C)Nc1ncnc2c1cnn2-c1cccc(Cl)c1 (stereo unspecified)	-4%
Cc1ccc(CCNC(=O)CCN2N=C(c3ccc(C)cc3)CCC2=O)cc1	4%
Cc1cc(N)ccc1-n1nc2ccccc2n1	-8%
Cn1c(=O)c2c(nc(N3CCC(C(N)=O)CC3)n2CCSc2nc3ccccc3s2)n(C)c1=O	1%
Clc1cccc(Cc2nn[nH]n2)c1	-6%
Cn1c(-c2ccccc2)cnc1NCc1cc2c(cc1[N+](=O)[O-])OCO2	-4%
CCN(CC)c1nn2c(=O)c(C(=O)NCc3ccccc3Br)cnc2s1	-5%
Cc1ccccc1Nc1c(-c2ccccn2)nc2ccccn12	-2%
O=C(NCC1CCCN1S(=O)(=O)c1cccs1)c1ccc(F)cc1 (stereo unspecified)	1%
COCCN(C(=O)c1snc(C(N)=O)c1N)C(C(=O)NC1CCCC1)c1cc(OC)c(OC)c(OC)c1 (stereo unspecified)	3%
CCN(CC)CCSc1nnc2c3cc(F)ccc3n(CC)c2n1	-13%
Cc1cccc(OCC(=O)NCC2(N3CCN(C)CC3)CCCCC2)c1C	1%
Fc1cccc(Cl)c1CN1CCN(c2nc3ccccc3s2)CC1	16%
O=C(CCN1CCOCC1)Nc1ccc(F)cc1	-3%
Cc1ccc(CNC(=O)Cc2csc3ccccc23)cc1	6%
CCOc1ccc(Nc2nc(C)c(NC(=O)c3ccc(C)cc3)c(Nc3ccc(OCC)cc3)n2)cc1	-13%
CC(=O)Nc1ccc(NC(=O)c2cc(-c3cccs3)on2)cc1	-8%
CCn1cc(CN2CCCC(C(=O)Nc3cccc(-n4cccn4)c3)C2)cn1 (stereo unspecified)	1%
Cc1ccc(S(=O)(=O)NCCC(=O)OCC(=O)N(Cc2ccccc2)C(C)(C)C)cc1	12%
O=C(NCc1ccc(F)cc1)c1cc2c(s1)-c1ccccc1SC2	4%

Reprinted at random: 2 compounds from above, in no set order.
SMILES	aSyn yeast rescue
Cc1ccc(CCNC(=O)CCN2N=C(c3ccc(C)cc3)CCC2=O)cc1	4%
Cc1ccc(S(=O)(=O)NCCC(=O)OCC(=O)N(Cc2ccccc2)C(C)(C)C)cc1	12%

Entries from the list above containing a nitro group on carbon (6):
SMILES	aSyn yeast rescue
O=C(Nc1ccc(Nc2ccncc2)cc1)c1ccc([N+](=O)[O-])cc1	2%
O=C(c1cccc([N+](=O)[O-])c1)c1ccc2[nH]c(=O)[nH]c2c1	0%
O=[N+]([O-])c1ccc2[nH]c(O)c(N=NC3CCS(=O)(=O)C3)c2c1 (stereo unspecified)	9%
COc1ccc2c([N+](=O)[O-])c(N3CCOCC3)[nH]c2c1	-2%
COc1ccc(NC(=O)c2ccc(-n3cccn3)c([N+](=O)[O-])c2)cc1	-2%
Cn1c(-c2ccccc2)cnc1NCc1cc2c(cc1[N+](=O)[O-])OCO2	-4%

Carrying on:
SMILES	aSyn yeast rescue
COc1ccc(CNC(=O)Cn2c(SCC(=O)Nc3ccc(C)c(C)c3)nc3ccccc32)cc1	-6%
CCOC(=O)c1c(C)oc2nc(C)nc(NCc3cccc(OC)c3)c12	4%
COc1ccccc1C(NC(C)=O)c1cc(Cl)c2cccnc2c1O (stereo unspecified)	-5%
CCOc1ccc(Br)cc1C(=O)Nc1ccc(C(=O)NCC(C)C)cc1	5%
CCOc1ccc(Nc2cc(C)nc3nncn23)cc1	1%
Cc1ccccc1NC(=O)CN1C(=O)N/C(=C\c2cccn2-c2cccc(C(=O)O)c2)C1=O	0%
Cc1cc2c(cc1S(=O)(=O)N(C)Cc1ccccc1)OCC(=O)N2	1%
N#Cc1c(NC(=O)CCCl)sc2c1CCCCC2	-8%
Cc1c(Cl)cccc1NC(=O)CN1C(=O)COc2ccc(S(=O)(=O)Nc3ccccc3)cc21	-1%
CC1CCN(S(=O)(=O)c2ccc(NC(=O)CCNC(=O)c3ccc(Cl)cc3)cc2)CC1	2%
Cc1cccc(N2CCN(C(=S)c3ccc(-c4ccccc4[N+](=O)[O-])o3)CC2)c1	-13%
Cc1ccc(-c2c3c(=O)n(C)c(=O)n(C)c3c3n2-c2ccccc2NC3c2ccc(C)cc2O)cc1 (stereo unspecified)	-1%
O=C(Nc1cc(F)ccc1F)c1ccc2c(=O)n3c(nc2c1)CCC3	-5%
COc1ccccc1CCC(=O)OC(C)C(=O)Nc1c(C)n(C)n(-c2ccccc2)c1=O (stereo unspecified)	-5%
Cc1onc(-c2ccccc2)c1C(=O)N/N=C/c1ccco1	-14%
Cc1ccccc1NC(=O)c1ccc(NS(=O)(=O)c2cc(C(C)(C)C)cc(C)c2C)cc1	-9%
O=C(NNC(=S)NC(=O)c1ccco1)c1ccc(NC(=O)c2ccccc2)cc1	-4%
CCOc1ccc(S(=O)(=O)Nc2ccc3c(c2)N(C(C)=O)CCC3)cc1	-4%
COc1ccccc1NC(=O)CSc1nc2[nH]ncc2c(=O)[nH]1	1%
CCn1ncc(C2C(C(=O)Nc3ccc(C)cn3)=C(C)NC3=C2C(=O)CCC3)c1C (stereo unspecified)	-2%
CC1Cc2ccccc2N1C(=O)CSc1nnc(C2CC2)n1C (stereo unspecified)	9%
CC(C)Oc1cccc(C(=O)Nc2ccc3oc(-c4cccc(Cl)c4)nc3c2)c1	2%
Cc1oc(-c2ccc(C(=O)NCc3ccccc3F)cc2)nc1COc1ccccc1	5%
Cc1nc2ccn(Cc3ccco3)c(=O)c2cc1C(=O)NCc1ccc(Cl)cc1	6%
Cn1ncc2nc(SCC(=O)Nc3ccc(Br)cc3F)n(Cc3ccccc3)c(=O)c21	0%

More records follow.
SMILES	aSyn yeast rescue
O=C(COc1ccc(-n2cnnn2)cc1)Nc1cccc(Cl)c1Cl	-1%
N#CC(C#N)c1ccnc2ccccc12	-2%
CC(C)C(C)NC(=O)COC(=O)/C=C/c1ccc(S(=O)(=O)N2CCc3ccccc32)cc1 (stereo unspecified)	-6%
COc1cc(C(=O)Nc2ccc(NC(=O)c3ccc(Br)cc3)cc2)cc(OC)c1OC	-1%
O=C(N/N=C/c1cccnc1)c1cccc(S(=O)(=O)Nc2cccc(Cl)c2)c1	1%
Cc1ccc(C(=O)NCCCc2ccccc2)c(C)c1	-15%
Cc1cc(=O)n2nc(N3CCC(C(=O)Nc4ccc(Br)cc4F)CC3)sc2n1	4%
Cc1ccc(CNS(=O)(=O)c2ccc3c(c2)CC(C)N3C(=O)C2CCC2)cc1 (stereo unspecified)	0%
O=C(CSc1nc2ccccc2nc1Cc1ccc(Cl)cc1)N1CCCc2ccccc21	-17%
CN(Cc1ccccc1)S(=O)(=O)c1ccc(Cl)c(C(=O)N2CCOCC2)c1	9%
COc1cc(NC(=O)CCn2c(-c3ccccc3)cc(C(C)=O)c2C)cc(OC)c1	10%
COc1ccc(C2=NOC3(CC(=O)N(c4ccc(F)cc4)C3=O)C2)cc1 (stereo unspecified)	12%
Cc1ccc(CNC(=O)c2nn(C)c3c2CS(=O)(=O)c2ccccc2-3)cc1	8%
COCCCN(Cc1cc(OC)c(OC)c(OC)c1)C(=S)Nc1cccc(SC)c1	8%
CC1N=C2c3ccccc3N=C(SCC(=O)NCCc3ccc(Cl)cc3)N2C1=O (stereo unspecified)	6%
CCN(CCN(C)C)C(=O)C1CCN(S(=O)(=O)c2c(C)noc2/C=C/c2ccccc2F)CC1	5%
CCc1ccc2[nH]c(C(=O)Nc3ccc4c(c3)OCO4)cc2c1	-14%
NC(=O)c1cc(S(=O)(=O)N2CCCCC2)cs1	-4%
Cn1nccc1C(=O)OCC(=O)Nc1ccc(S(N)(=O)=O)cc1	-2%
O=C(O)CC(NC(=O)C1CCCCC1)c1ccc(OC2CCCC2)cc1 (stereo unspecified)	4%
COc1ccc(S(=O)(=O)Nc2ccc(-n3cnnn3)cc2)cc1Br	-46%[inhibitor]
CC(C)N(Cc1cnn(C)c1)Cc1nc(-c2ccc(Cl)cc2)no1	-7%
Cc1ccc(NC(=O)c2oc3ccc(S(=O)(=O)N(C)C4CCCCC4)cc3c2C)cc1Cl	4%
CCN1CCN(c2nc(Nc3ccc(NC(C)=O)cc3)nc(Nc3ccc(NC(C)=O)cc3)n2)CC1	4%
CC(=O)Nc1cccc(NC(=O)Cn2cnc3c(oc4ccccc43)c2=O)c1	-1%

Filtered by structure: the compounds so far containing a tert-butyl group (2)
SMILES	aSyn yeast rescue
Cc1ccc(S(=O)(=O)NCCC(=O)OCC(=O)N(Cc2ccccc2)C(C)(C)C)cc1	12%
Cc1ccccc1NC(=O)c1ccc(NS(=O)(=O)c2cc(C(C)(C)C)cc(C)c2C)cc1	-9%

Next entries follow.
SMILES	aSyn yeast rescue
Cc1ccc(CNC(=O)c2ccc(CN3CC(=O)N4CCCCC4C3=O)cc2)cc1 (stereo unspecified)	-5%
O=S(=O)(c1ccc(Cl)c(C(F)(F)F)c1)N1CCN(CC(O)COc2ccccc2F)CC1 (stereo unspecified)	2%
COc1cc(C(C)n2nnc3ccccc32)ccc1O (stereo unspecified)	-5%
Cc1cc(C)cc(NC(=O)CSc2n[nH]c(-c3cccnc3)n2)c1	-9%
CCN(CC(=O)Nc1ccc(NC(C)=O)cc1)C(=O)CCCc1nc2ccccc2c(=O)[nH]1	4%
Cc1ccc(/C(N)=N/OC(=O)CCC2CCCC2)cc1	-37%[inhibitor]
CCOc1ccc(Nc2cc(C)nc3nc(Cc4ccc(Cl)cc4)nn23)cc1	-5%
CCC(C)(C)n1nnnc1C(c1ccccc1F)N1CCN(C(=O)c2ccco2)CC1 (stereo unspecified)	8%
Cc1cccc(CNC(=O)C2CCN(c3nn4cc(-c5ccc(F)cc5)nc4s3)CC2)c1	1%
CCCCNc1ccc(-c2nc(-c3ccncc3)no2)cc1[N+](=O)[O-]	-9%
CC1Cc2ccccc2N1C(=O)c1ccc(Br)o1 (stereo unspecified)	-7%
O=C(NCCCN1CCN(c2ccc(F)cc2)CC1)Nc1ccc(Cl)cc1	-3%
Cn1c(SCc2cccc(F)c2)nnc1-c1ccncc1	5%
CCOc1cc(Br)cc(C2NC(=O)c3c(sc4c3CCN(C)C4)N2)c1O (stereo unspecified)	-12%
COc1ccc(CCC(=O)Nc2ccc(S(=O)(=O)N3CCOCC3)cc2)cc1OC	-5%
CC(=O)c1ccc(OCC(=O)N(C)C2CCS(=O)(=O)C2)cc1 (stereo unspecified)	7%
CCN(c1ccc(NC(=O)COC(=O)/C=C/c2cccs2)cc1)C(C)C	-4%
COc1ccc(-c2cc(C(=O)OCC(=O)c3cccc(OC)c3)c3cccc(Cl)c3n2)cc1	-11%

High-throughput results from PubChem BioAssay.
